MEKK2mut PB1 HTS = signal of MEK5 binding to mutant human MEKK2 PB1 domain; AID 1530; percent response, % at 10 µM; hit rate 0.35% among 290,000; bead flow cytometry, Alexa488-MEK5 binding to MEKK2 mutant; in the data active means percent response above about 24%, passing the limit was not always enough; further: inactives centre near 1; some results filed as inactive read as strong as hits; reference of the scale not given here
IDE cell inh = inhibits human insulin-degrading enzyme in HEK cells; FAbetaB cleavage, fluorescence polarization; inhibition, % at 5.59 µM; hit rate 0.41% among 320,000;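 active means percent inhibition above the average of all tested compounds plus 3 SD, set per screening campaign, cut at about 16% in these data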;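 further: IDE supplied by intact live HEK cells; FP after avidin binding of uncleaved biotin substrate so inhibition keeps polarization high; 0% = DMSO wells and 100% = 60 µM reference IDE inhibitor Ii1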
Target sequence (P14735 whole entry, looked up): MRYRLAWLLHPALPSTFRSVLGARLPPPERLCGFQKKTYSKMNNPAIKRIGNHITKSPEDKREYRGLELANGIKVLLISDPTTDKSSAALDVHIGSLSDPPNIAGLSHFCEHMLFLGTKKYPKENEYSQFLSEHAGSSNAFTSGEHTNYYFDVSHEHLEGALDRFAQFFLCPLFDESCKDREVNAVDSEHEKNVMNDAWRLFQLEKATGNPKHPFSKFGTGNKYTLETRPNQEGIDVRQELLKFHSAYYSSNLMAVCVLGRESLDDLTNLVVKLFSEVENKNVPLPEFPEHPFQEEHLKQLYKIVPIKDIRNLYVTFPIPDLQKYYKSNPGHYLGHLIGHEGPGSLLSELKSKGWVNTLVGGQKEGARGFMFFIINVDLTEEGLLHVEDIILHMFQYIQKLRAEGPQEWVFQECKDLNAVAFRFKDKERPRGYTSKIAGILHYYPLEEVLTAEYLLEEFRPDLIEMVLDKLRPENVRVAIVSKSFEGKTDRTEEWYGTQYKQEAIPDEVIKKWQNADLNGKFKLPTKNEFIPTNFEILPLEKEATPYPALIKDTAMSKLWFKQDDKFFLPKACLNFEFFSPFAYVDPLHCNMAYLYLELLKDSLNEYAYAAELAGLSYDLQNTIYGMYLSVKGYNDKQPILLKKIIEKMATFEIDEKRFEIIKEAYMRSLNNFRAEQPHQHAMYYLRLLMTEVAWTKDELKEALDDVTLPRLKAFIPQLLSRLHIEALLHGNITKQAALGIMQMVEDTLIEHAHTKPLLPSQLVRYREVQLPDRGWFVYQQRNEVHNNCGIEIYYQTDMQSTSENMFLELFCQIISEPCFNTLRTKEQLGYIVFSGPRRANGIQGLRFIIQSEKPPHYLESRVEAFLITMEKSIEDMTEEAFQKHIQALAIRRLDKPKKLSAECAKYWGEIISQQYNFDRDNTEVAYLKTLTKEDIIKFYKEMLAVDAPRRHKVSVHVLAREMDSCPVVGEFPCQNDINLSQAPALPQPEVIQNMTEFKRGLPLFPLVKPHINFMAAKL
NALP1 inh = inhibitors of NALP1 inflammasome in yeast; S. cerevisiae NALP1/ASC/caspase-1 growth, X-gal OD620, 72 h; inhibition, % at 10 µM; hit rate 0.61% among 280,000; in the data active means inhibition mostly above about 24%, no sharp cut-off; inactive means mostly below about 32%; further: some compounds called inactive have numbers as strong as hits
MEKK3 PB1 HTS = raises or lowers MEK5 binding to the human MEKK3 PB1 domain; bead-based flow cytometry, Alexa488-MEK5 binding to MEKK3; actives lie on both sides; 0 = blocked by unlabeled MEK5, 100 = vehicle; AID 1529; binding response (% of control), % at 10 µM; hit rate 1.4% among 290,000; Q99759;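 active means binding response more than 3 SD above or below the average of its plate-row segment, actives on both sides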;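 further: Alexa488 bead fluorescence after subtracting the streptavidin-only scavenger bead signal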
MEKK2 WT-MEK5 = raises or lowers MEK5 binding to wildtype human MEKK2 PB1 domain | bead flow cytometry, Alexa488-MEK5 binding to MEKK2 WT; actives lie on both sides | Q9Y2U5 | hit rate 1.1% among 290,000 | binding response (% of control), % at 10 µM | AID 1531; in the data active means binding response below about 67% or above about 130%
PfM18AAP inh = PfM18AAP enzyme inhibition; hit rate 1.2% among 290,000; inhibition, % at 7.35 µM; recombinant PfM18AAP, H-Glu-NHMec fluorogenic cleavage;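 active means inhibition above the campaign mean inhibition over all tested compounds plus 3 SD, cut at about 28% in these data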;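 further: 0% = plate median of test compound wells and 100% = 2 mM ZnCl2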
SUMO HTRF inh = SUMOylation inhibition. hit rate 0.36% among 290,000. inhibition, % at 35 µM. AID 2006. HTRF SUMOylation assay, SAE1/SAE2 + UBC9, in vitro; in the data active means inhibition above about 50%, passing the limit was not always enough; further: strong numbers were not always called active
p-CIP stab down = p/CIP protein destabilization; hit rate 0.01% among 290,000; decrease of EGFP signal, % at 10 µM; F442A p/CIP-EGFP cells, EGFP fluorescence, 16 h; Q05BA5;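 active means EGFP signal decrease of at least 30% at 10 µM or well 3 SD below plate mean, unless failing retest; inactive means the rest, including hits failing retest or dose response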; further: some compounds called inactive have numbers as strong as hits; many of its hits are not listed in these tables
IDE act = activators of human insulin-degrading enzyme in cells | P14735 | hit rate 0.073% among 340,000 | activation, % at 5.96 µM | HEK cells, FAbeta-B cleavage, fluorescence polarization; 0% vehicle, 100% cell-free pure enzyme wells;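 active means activation above the mean of all tested compounds plus 3 SD, set per screening campaign, cut at about 17% in these data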
* = called active by the depositor; nt = no result given. An excerpt (hit frequency here may not be typical).

Each structure is followed by: NALP1 inh	MEKK3 PB1 HTS	MEKK2 WT-MEK5	PfM18AAP inh	p-CIP stab down	MEKK2mut PB1 HTS	IDE cell inh	IDE act	SUMO HTRF inh
- O=C(COC(=O)C1(c2ccccc2F)CCCC1)N1CCN(C(=O)c2ccco2)CC1
  9	109	105	8	-3	3	-2	4	11
- O=C(COC(=O)c1cc(Cl)nc2ccccc12)c1ccc(Cl)cc1
  21	95	95	4	-8	-1	1	-2	10
- CCC(C)NC(=O)c1ccccc1NC(=O)Nc1ccccc1 (stereo not drawn)
  2	90	87	-5	-11	-4	10	-4	-7
- Cc1cc(NC(=O)CSc2nc(Cc3ccc(O)cc3)c(C)[nH]2)no1
  16	99	96	-4	7	-2	-3	6	12
- CC(C)(C)NS(=O)(=O)c1ccc(CCC(=O)NCc2ccc3c(c2)OCO3)cc1
  -74	97	94	1	-18	-2	2	-1	11
- O=C(NNC(=O)c1cccs1)c1ccc2ccccc2c1
  16	94	92	2	-6	-10	-1	2	1
- O=C(CCCNC(=O)c1ccc(Cl)cc1)NCc1ccc(F)cc1
  3	102	102	-3	9	7	10	3	13
- CCc1ccc2[nH]c(=O)c(CN(CCCN3CCOCC3)C(=O)Nc3ccc(F)cc3)cc2c1
  20	114	120	-1	-2	13	-1	1	22
- Cc1cc(C(=O)N/N=C/C=C/c2cccc([N+](=O)[O-])c2)n[nH]1
  -12	91	94	0	-11	-6	3	-4	-2
- COCCN(C(=O)CSc1nnc2cc(C)c3ccccc3n12)c1c(N)n(Cc2ccccc2)c(=O)[nH]c1=O
  35	83	102	6	-11	2	2	1	2
- COc1ccc(NC(=O)c2cccnc2)cc1OCC(C)C
  19	101	102	-4	-4	0	-4	-2	10
- OCCN1CCN(CC(O)COCC2COc3ccccc3O2)CC1 (stereo not drawn)
  -6	79	86	-8	-11	-7	-6	7	13
- CCn1c2ccccc2n2c(=O)c(=O)n(CC(=O)N3CCN(c4ccccc4OC)CC3)nc12
  -14	98	95	-1	11	-1	4	nt	11
- CCN1CCN(CCOc2ccc(Cl)cc2)CC1
  11	103	101	0	1	1	-6	9	8
- C[C@]12CC[C@@H]3c4ccc(O)cc4CC[C@H]3[C@@H]1C[C@@H](O)[C@@H]2O
  -18	87	94	2	2	4	0	11	-14
- CC(C)c1ccc(NC(=O)c2n[nH]c(=O)c3ccccc23)cc1
  11	102	98	5	11	-5	nt	-1	2
- CCn1cc(Br)c(C(=O)Nc2ccc(C(=O)OC(C)C)cc2)n1
  9	109	107	8	10	6	-5	-2	-10
- Cc1cc(N2CCCC2)c(F)cc1/C=C\[N+](=O)[O-]
  12	103	84	8	-32	-8	nt	-41	15
- CCOc1ccc(OCc2ccc(C(=O)O)o2)cc1
  36	100	104	6	4	3	3	-1	-7
- Cc1cc(C(=O)N2CCN(Cc3ccccc3)CC2)on1
  17	103	106	0	-1	-1	-1	3	16
- Cc1cc(Sc2nc(N)ncc2[N+](=O)[O-])ncn1
  5	106	103	10	22	1	3	-3	-10
- COC(=O)C1=C(C)N(C)C(C)=C(C(=O)OC)C1c1cccc(Br)c1
  10	108	111	2	2	10	1	0	0
- CN(C)Cc1c(O)ccc2c(=O)c(-c3ccccc3Cl)coc12
  -13	105	112	-15	-4	3	-1	0	38
- Cc1nc(N2CCCCC2)c2ccsc2n1
  14	100	101	5	0	2	-2	1	6
- COC(=O)c1ccccc1CC1SC(N)=NC1=O (stereo not drawn)
  3	98	96	-9	-9	-5	-1	-4	4
- COc1cccc(N2CCN(Cc3ccsc3)CC2)c1
  6	nt	nt	-1	-1	nt	6	-2	14
- COC(=O)c1ccc(CSc2nnc(NC(=O)C3CCCO3)s2)cc1 (stereo not drawn)
  8	108	104	-2	0	6	-1	0	16
- O=C(N/N=C/c1ccc([N+](=O)[O-])cc1)c1cc(C2CC2)nc2ccccc12
  2	94	98	1	-4	-26	-6	-2	-10
- Cc1ccc(C)n1-c1ccc(C(=O)N2CCC(C(N)=O)CC2)cc1
  4	97	96	5	0	1	nt	-3	16
- COc1ccccc1C(=O)Nc1ccnn1C1CCN(C(=O)C(C)(C)C)CC1
  24	97	97	-4	6	-2	-1	0	8

Continued; it opens with the 2 that closed the last part.
Each structure is followed by: NALP1 inh	MEKK3 PB1 HTS	MEKK2 WT-MEK5	PfM18AAP inh	p-CIP stab down	MEKK2mut PB1 HTS	IDE cell inh	IDE act	SUMO HTRF inh
- Cc1ccc(C)n1-c1ccc(C(=O)N2CCC(C(N)=O)CC2)cc1
  4	97	96	5	0	1	nt	-3	16
- COc1ccccc1C(=O)Nc1ccnn1C1CCN(C(=O)C(C)(C)C)CC1
  24	97	97	-4	6	-2	-1	0	8
- Cc1noc(C)c1COc1cccc(C(=O)Oc2ccc3c(c2)OCO3)c1
  29	66	71	1	-2	-10	3	6	-14
- CCOc1ccc(CN(C)CC(=O)Nc2ccc([N+](=O)[O-])cc2Cl)cc1
  25	77	101	3	1	1	0	4	-15
- Nc1nc2ccccc2n1/N=C/c1ccc2c(c1)OCO2
  2	98	111	6	2	8	-3	nt	10
- O/N=C/c1ccc2cccc(O)c2n1
  nt	96	97	7	-2	-4	-7	4	-17
- COc1ccc(Nc2nc(NC(C)(C)C)nc(N3CCOCC3)n2)c(OC)c1
  1	98	103	2	8	1	6	2	-14
- Cc1ccc(NC(=S)N2CCC(O)CC2)c(C)c1
  14	83	87	1	-6	-9	2	5	5
- CCOc1ccc(CCNC(=O)c2nnn(CC(=O)Nc3ccccc3C)c2N)cc1OCC
  -18	101	102	10	-5	4	5	0	19
- CCNC(=O)CSc1nnc(C2CC2)n1-c1ccccc1
  -3	106	101	-5	0	8	-5	6	-4
- O=C(COC(=O)c1ccc2[nH]c3c(c2c1)CCCC3)Nc1ccccc1Cl
  11	101	94	-3	-9	-3	1	4	17
- CNC(=O)Nc1cccc(NC(=O)NC)n1
  -15	nt	nt	1	1	nt	-4	12	-8
- Cc1ccc(C)c(S(=O)(=O)Nc2ccc(C(=O)NCC(c3ccco3)N3CCCCC3)cc2)c1 (stereo not drawn)
  12	101	110	9	1	5	-4	5	0
- S=C(NCc1ccco1)Nc1cccc(Cl)c1Cl
  nt	100	98	5	0	-5	3	nt	-4
- CCOC(=O)Cn1c(=O)oc2cc(S(=O)(=O)Nc3cc(Cl)ccc3OC)ccc21
  7	110	115	4	0	13	-2	3	11
- CN(c1ccc(Br)cc1)S(=O)(=O)c1ccc2[nH]cc(C(=O)NCCN3CCOCC3)c(=O)c2c1
  -6	102	109	1	-13	6	6	-1	13
- CCOC(=O)c1c(C(C#N)C#N)cc(C)nc1C
  6	108	110	4	-12	3	-6	6	19
- O=C(COC(=O)c1ccc(S(=O)(=O)NCc2ccco2)cc1)NCCC1=CCCCC1
  11	121	111	-2	-11	7	-5	-6	24
- CC(C)CC(=O)Nc1cccc(NC(=O)c2ccccc2Cl)c1
  31	98	98	-2	9	-2	5	8	-10
- O=C(Nc1ccc(Br)cc1Cl)N1CCOCC1
  12	99	107	-11	-10	5	-5	4	6
- COc1ccc(CNC(=O)C2CCN(S(=O)(=O)N3CCC4(CC3)OCCO4)CC2)c(OC)c1
  23	96	95	0	-2	-2	-5	-3	11
- O=C(CCN1C(=O)c2ccccc2C1=O)NC1=NCCS1
  36	98	95	0	0	0	-2	3	-2
- O=C(CSc1nc2c(c(=O)n1-c1ccc(F)cc1)SCC2)Nc1ccc2c(c1)OCO2
  nt	102	94	7	nt	1	2	1	nt
- CCOC(=O)C1=C(O)C(=O)N(c2ccc(S(N)(=O)=O)cc2)C1c1ccc(Br)cc1 (stereo not drawn)
  4	96	94	0	-17	-2	-4	-4	30
- O=C(O)C(NS(=O)(=O)c1ccccc1)C(O)c1ccccc1 (stereo not drawn)
  12	102	104	-6	-4	2	2	1	2
- C/C(=N\Nc1ccc([N+](=O)[O-])cc1)c1ccc(O)cc1
  -1	99	102	1	-27	-2	9	nt	12
- O=C(N/N=C/c1ccc(-c2ccc([N+](=O)[O-])cc2)o1)C(O)c1ccccc1 (stereo not drawn)
  33	91	89	6	-3	-1	0	3	8
- Oc1c(C(c2ccccc2)N2CCc3ccccc3C2)sc2ncnn12 (stereo not drawn)
  13	94	94	58*	8	-2	0	6	5
- CN1C(=O)CC(N2CCN(c3ncccn3)CC2)C1=O (stereo not drawn)
  13	101	105	1	-2	-3	-2	0	2
- CCN1CCN(C(=O)NS(=O)(=O)c2ccc(C)cc2)CC1
  2	93	97	-5	-12	-6	nt	5	2
- O=C(NCc1ccccn1)c1nn(-c2ccccc2)c(=O)c2ccccc12
  3	97	93	11	2	-4	5	1	12
- CCCCc1nc2cc(C(=O)N3CCC(OC)CC3)ccc2o1
  24	100	100	1	-15	3	3	3	25
- CCc1ccc2c(CSc3nnnn3C)cc(=O)oc2c1
  -6	100	97	4	-1	-12	1	3	0
- Cc1ccc2c(COC(=O)C3=COCCO3)cc(=O)oc2c1
  8	100	95	-6	-14	-3	nt	-1	-3
- CCOC(=O)c1cnn(-c2cc(C)nc3c(-c4ccccc4)c(C)nn23)c1N
  12	103	101	-2	-8	19	-2	0	15
- Cc1cccc(N2C(=O)C3C(c4ccccc4)OC4(C(=O)c5ccccc5C4=O)C3C2=O)c1 (stereo not drawn)
  22	107	107	4	-1	6	-9	4	-23
- CCOc1ccc(N2C(=O)CS/C2=N/NC(=O)COc2ccc3ccccc3c2)cc1
  -5	110	104	2	-11	2	-2	2	15
- O=C(N/N=C/c1cccnc1)c1ccccc1OCc1ccc(Cl)cc1
  19	95	90	-2	2	-4	2	nt	-1
- Cc1cccc(NS(=O)(=O)c2ccc3c(c2)NC(=O)CC(=O)N3)c1
  3	101	103	-9	4	-2	-2	4	-2
- CCOC(=O)c1c(N)nn(C(=O)C(C)(C)C)c1-c1ccccc1
  1	100	100	-5	-11	-2	-11	-1	-26
- O=C(COc1ccc([N+](=O)[O-])cc1)Nc1ccc(C(=O)Nc2ccccc2C(=O)O)cc1
  11	99	92	8	4	-8	3	4	50
- O=C(OCC(O)COC(=O)c1cccnc1)c1cccnc1
  24	95	100	-2	6	4	5	0	0
- CSCCC(NC(N)=O)C(=O)Nc1cccc(C#N)c1 (stereo not drawn)
  10	84	78	3	-4	-13	3	6	-6
- COc1ccc(-c2noc(N3CCCC(C(=O)Nc4ccccc4F)C3)n2)cc1 (stereo not drawn)
  27	101	96	-1	-10	0	-2	-5	6
- COc1ccccc1C1N=C(c2ccccc2C)NO1 (stereo not drawn)
  13	98	95	3	-2	-3	9	7	10
- Cc1ccccc1NC(=O)c1cccc(N2C(=O)C3C4CC(C(Br)C4Br)C3C2=O)c1 (stereo not drawn)
  9	96	90	-10	-7	-7	nt	6	0
- CCOC(=O)C1=C(C)NC(=O)NC1C(C)C (stereo not drawn)
  nt	99	99	nt	nt	-3	5	-5	nt
- CCC(C)n1c(-c2cccs2)nc2nc3ccccc3nc21 (stereo not drawn)
  9	104	95	5	-10	0	0	0	21
- Cc1cc(=O)oc2cc(NC(=O)C3COc4ccccc4O3)ccc12 (stereo not drawn)
  18	99	98	-7	-9	0	6	-1	28
- O=C(Nc1ccccc1O)c1nc(Cl)ccc1Cl
  16	103	96	4	-6	-3	4	6	13
- O=C1CC(c2ccc(F)c(Br)c2)C2=C(CCCC2=O)N1 (stereo not drawn)
  -59	103	105	-2	-11	6	2	0	3
- N#C/C(=C\c1ccc(Sc2nc3ccccc3[nH]2)o1)c1ccccc1
  10	107	101	-4	-3	7	2	0	-6

Screening data from PubChem.
